High-throughput results: PubChem, National Center for Advancing Translational Sciences (NCATS)
S3 lipid droplet: qHTS Assay for Lipid Storage Modulators in Drosophila S3 Cells | Drosophila S3 cells, BODIPY lipid droplet fluorescence, 18-24 h; cells fed with added oleic acid | Potency in µM for hits, for the others lipid storage change, negative = inhibition, % at the top dose, mostly 46.1 µM | hit rate 0.64% among 320,000 | AID 2685; active = well fitted inhibition curve with a large enough effect in the signal ratio, with a control signal flat, not every such curve was filed as active; inconclusive = small, poorly fitted or top-dose-only effect, or effect the other way, or a change in a side signal; the % refers to the signal ratio
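Laser-scanning cytometry quantifies lipid droplet accumulation (500–530 nm total intensity; droplet/cell object ratio) in oleic acid-fed (400 uM added) Drosophila S3 cells treated with a concentration series. 20 uM Triacsin C defined 100% inhibition.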
S3 lipid droplet cell count max: also measured in S3 lipid droplet; calls as there; cell number change, %; measured here: cell count max response;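 cells counted by Cell Tracker Red CMTPX staining in the red channel; peak over a dose series mostly up to 46.1 µM; percent activity relative to internal control wells on each plate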
Numbers without * were called inactive; i = inactive; u = inconclusive; x = no result given. % is scaled to controls: 0 for no effect and ±100 for the full control effect; potency is read from the fitted curve at half-maximal effect. Not all compounds are listed; count on the stated rates, not on these rows.

SMILES	S3 lipid droplet	S3 lipid droplet cell count max
CC1=NN(C(=O)c2ccc(Br)cc2)C(O)(c2ccccc2)C1 (stereo not drawn)	u	x
O=C1C(Nc2ccccc2)=C/C(=N/S(=O)(=O)c2cccs2)c2ccccc21	u	x
Cc1ccc(CSc2nc3ccccc3cc2C=O)cc1	u	x
Cc1ccc(CNC(=O)C2C3C=CC4(CN(Cc5cccnc5)C(=O)C24)O3)cc1 (stereo not drawn)	u	x
O=C(CCSCc1ccc(Cl)cc1)NCCC1=CCCCC1	u	x
Cc1ccc(NC(=O)CC2SC(=O)N(c3ccccc3)C2=O)cc1 (stereo not drawn)	2.3%	0.9
Cc1csc2nc3cc(C(N)=O)ccc3c(=O)n12	7.5%	-1.5
Cc1ccc(NC(=O)COC(=O)C2CCC(=O)N2)c(S(=O)(=O)N2CCOCC2)c1 (stereo not drawn)	3.66µM*	2.3*
COc1ccccc1C(=O)Nc1ccc(-c2nnc(SCC(=O)O)n2C)cc1	i	-14.3
Cc1ccc(C(=O)N2CCCc3ccccc32)c(F)c1F	u	x
CCC(CC)C(=O)Nc1c(C)n(C)n(-c2ccccc2)c1=O	u	x
Cc1cn2nc(N)c3ccccc3c2n1	u	x
CCCCOC(=O)Nc1ccc(C)c(Cl)c1	u	x
CCC(C)(C)C1CCC(=NNC(=O)c2ccc(Br)o2)CC1 (stereo not drawn)	7.9%	x
O=C(COC(=O)c1ccc(Cl)c(S(=O)(=O)N2CCCC2)c1)NCc1cccs1	-7.6%	-16.1
CC(=O)Nc1cc(NC(C)=O)cc(C(=O)OCC(=O)c2ccc3c(c2)OCO3)c1	u	x
COc1cc(/C=C2\NC(=S)NC2=O)ccc1OCc1cccc(C(=O)O)c1	i	-12.5
CCNc1nc(NC(C)C)nc(OCCOC(=O)Nc2ccccc2)n1	-8.3%	-21.6
COc1ccc(-c2cccc(NS(=O)(=O)c3ccccc3[N+](=O)[O-])c2)nn1	u	x
CC(C)(C)c1csc(NC(=O)c2ccc(Br)o2)n1	u	x
Cc1cc(C)n2cc(CSCc3ccco3)nc2n1	i	x
Cc1cc(C)n(-c2ccc(NC(=O)C3CCCCN3C(=O)c3occc3C)cc2)n1 (stereo not drawn)	u	x
COC(=O)Cn1ncn2c(cc3oc(C)cc32)c1=O	15.3%	8.6
O=C(NCCO)c1ccc2nc(-c3ccco3)c(-c3ccco3)nc2c1	u	x
CC1CCCCC1NC(=O)/C(C#N)=C/c1ccc(OCC(N)=O)cc1 (stereo not drawn)	u	x
CCOc1ccc(OCc2ccc(C(=O)N3CCCC3)o2)cc1	u	x
COc1ccc(-c2n[nH]c(C)c2-c2ccc(OC)c(OC)c2)c(O)c1	u	x
Nc1c(S(=O)(=O)c2cccc(Cl)c2)c2nc3ccccc3nc2n1/N=C/c1ccc(O)c(O)c1	u	x
Cc1cc(Nc2ccccc2)nc2cc(O)ccc12	-1.8%	-4.3
COc1ccc2[nH]c3c(c2c1)CCNC3(C)CCc1ccc(Cl)nc1 (stereo not drawn)	7.6%	8.7
O=C(NCCCNC(=O)c1ccc(Cl)cc1Cl)c1cnccn1	-14.3%	16.8
C#CC(C)(C)NC(=O)c1ccc(-c2ccccc2F)cc1	6.5%	11.8
Cn1nnnc1P(=O)(c1ccccc1)c1ccccc1	u	x
O=[N+]([O-])c1ccc(S(=O)(=O)N2CCC3(CC2)OCCN3S(=O)(=O)c2cccs2)cc1	16.3%	20.2
COc1ccc(C)cc1-n1nnnc1SCC(=O)NNC(=O)c1ccc([N+](=O)[O-])cc1	12.4%	-8.5
O=C(Nc1ccc(F)c([N+](=O)[O-])c1)c1ccc2c(c1)C(=O)OC2=O	-1.3%	11.2
Cc1cccc(-n2ncc3c(NCc4cccs4)ncnc32)c1	u	x
O=C(Cc1ncc(C(F)(F)F)cc1Cl)NCc1cccnc1	3.6%	30.3
Clc1ccc(-c2nc3ccccn3c2CN2CCSCC2)cc1	-0.5%	-4.7
CCCCNS(=O)(=O)c1ccc(OC)cc1	u	x
Cc1ccc2nc(NC(=O)COC(=O)c3ccc(Br)o3)sc2c1	-20.3%	x
O=[N+]([O-])c1ccc(N2CCCC2)cc1NCc1ccccc1	-6.9%	-4.5
CCCCCCCNC(=O)C1(CC2CC(c3cccc(Br)c3)=NO2)CCN(C(=O)Cc2ccc(F)cc2)CC1 (stereo not drawn)	u	x
Cc1ccnc(Cc2ccccc2)n1	6.3%	0.4
CCOC(OCC)P(=O)(c1ccccc1)c1ccccc1	u	x
O=C(c1cccs1)N1CCN(C(=O)c2ccco2)c2ccccc2C1	u	x
N#C/C(=C\c1ccc(N2CCOCC2)o1)C(=O)NCC1CCCO1 (stereo not drawn)	-11.4%	2.1
CS(=O)(=O)N(CC(=O)NCCSCc1ccccc1Cl)c1ccccc1F	5.7%	-8.4
COCc1cc(=O)[nH]c(/N=C(\N)Nc2ccccc2C)n1	u	x
N#CC1=C(N)Oc2c(ccc3cccnc23)C1c1cccnc1 (stereo not drawn)	11.2%	-10.7

Some of the entries above in another layout.
Clc1ccc(-c2nc3ccccn3c2CN2CCSCC2)cc1
  S3 lipid droplet: -0.5%; S3 lipid droplet cell count max: -4.7

CCCCNS(=O)(=O)c1ccc(OC)cc1
  S3 lipid droplet: u; S3 lipid droplet cell count max: x

Cc1ccc2nc(NC(=O)COC(=O)c3ccc(Br)o3)sc2c1
  S3 lipid droplet: -20.3%; S3 lipid droplet cell count max: x

Next part.
SMILES	S3 lipid droplet	S3 lipid droplet cell count max
O=C(C1=NN(c2ccccc2)C2C(=O)N(c3ccccc3Cl)C(=O)C12)c1ccccc1 (stereo not drawn)	-0.2%	6.7
COc1cc(NS(=O)(=O)c2ccc(F)cc2)c(OC)cc1NC(C)=O	u	x
COc1ccc(/C=N/NC(=O)c2ccn[nH]2)cc1CN1CCOCC1	u	x
Cc1ccc(Cn2nnc3c(=O)n(CC(=O)OCc4ccccc4)cnc32)cc1	3.7%	-3.4
COc1ccc(C(=O)/C=C/c2ccccc2)c(OC)c1	-0.4%	16.5
CN1CCN(c2nc(Nc3ccccc3)nc(N)c2[N+](=O)[O-])CC1	17.1%	12.0
CC(C)NC(=O)CN1C(=O)C(=O)c2ccccc21	0.1%	15.1
CCc1cccc(CC)c1-n1c(SCC(=O)N2CCc3ccccc3C2)nnc1-c1cccnc1	16.4µM*	1.3*
COc1ccc(NC(=O)CN(C)CC(=O)Nc2cccc(C(C)=O)c2)cc1	-9.0%	3.5
CC(C)N(Cc1nc(-c2ccccc2)no1)C(=O)CN1C(=O)c2ccccc2C1=O	11.3%	-14.1
Fc1ccc(-n2c(-c3ccc4c(c3)OCO4)n[nH]c2=S)cc1Cl	u	x
CC(C)N1CC23C=CC(O2)C(C(=O)OCc2ccccc2)C3C1=O (stereo not drawn)	-0.2%	-13.2
COc1cccc(CNC(=O)c2cc(S(=O)(=O)N3CCOCC3)cn2C)c1	12.5%	4.9
Cc1ccc(C(=O)N(c2ccccn2)C(C)c2ccco2)cc1 (stereo not drawn)	u	x
O=Cc1ccccc1-c1cn(CN2C(=O)c3ccccc3C2=O)nn1	u	x
Cn1nc(C(=O)Nc2cccc(Cl)c2)cc1C(=O)Nc1cccc(Cl)c1	u	x
O=C(COC(=O)C1CCCCC1)Nc1ccc(N2CCCCC2)cc1	u	x
CCOC(=O)C1(CCOc2ccccc2)CCN(Cc2cc(OC)c(O)cc2Cl)CC1	158.2%	-3.0
NS(=O)(=O)c1ccc(C(=O)O)cc1	-16.0%	-9.3
O=C1c2ccccc2C(=O)N1Cc1cccnc1	9.3%	-17.4
Cc1nc2ccc(S(=O)(=O)NCC(=O)NCc3ccc4c(c3)OCO4)cc2s1	-3.4%	-4.5
CCn1ncc(Br)c1C(=O)Nc1cc(C)ccc1F	15.6%	-2.2
CC(C)CCNC(=O)[C@H](CSCc1ccccc1)N1Cc2ccccc2C1=O	1.7%	26.4
COc1ccc(C(=O)Nc2ccnn2C2CCN(Cc3cccnc3)CC2)cc1	u	x
CC(=O)Oc1cccc(N2C(=O)C3C4C=CC(C4)C3C2=O)c1 (stereo not drawn)	8.3%	-3.7

Random excerpt: two compounds from above
SMILES	S3 lipid droplet	S3 lipid droplet cell count max
CC(C)N1CC23C=CC(O2)C(C(=O)OCc2ccccc2)C3C1=O (stereo not drawn)	-0.2%	-13.2
CN1CCN(c2nc(Nc3ccccc3)nc(N)c2[N+](=O)[O-])CC1	17.1%	12.0

(more compounds)
SMILES	S3 lipid droplet	S3 lipid droplet cell count max
COc1cc(C2/C(=C(/O)c3ccccc3)C(=O)C(=O)N2c2ccccn2)ccc1O (stereo not drawn)	6.5%	16.6
O=C(CC1C(=O)NCCN1Cc1ccccn1)NCCc1ccccc1F (stereo not drawn)	i	28.3
CCCN(CCC)CCCNC(=S)Nc1ccc2nc(N3CCN(CC)CC3)cc(C)c2c1	20.6%	-24.6
COc1ccc(OC)c(-c2csc(NC(=O)Cc3ccc(F)cc3)n2)c1	u	x
Cc1cccc(NC(=O)Cn2c(C)c(C#N)c3ccccc32)c1C	u	x
O=C(N=C1c2ccccc2CN1c1ccccc1)c1cccc([N+](=O)[O-])c1	u	x
CCn1c(CC(=O)Nc2ccccc2)nnc1SCC(=O)Nc1nncs1	u	x
COc1ccc(C)c2sc(=NC(=O)c3cccc(N4C(=O)CCC4=O)c3)n(C)c12	-4.0%	-18.4
Cc1ccc(/C=N\NC(=O)C2CC(=O)N(c3ccccc3)C2)o1 (stereo not drawn)	1.9%	19.4
Cc1cc(C)n2nc(C(=O)OCC(=O)NCc3ccccc3)nc2n1	u	x
CC(C)=CC(=O)OCC(=O)Nc1cc(C)ccc1C	u	x
N#Cc1c(NC(=O)CSc2nnc(-c3ccncc3)n2CC2CCCO2)sc2c1CCCC2 (stereo not drawn)	u	x
Cc1nc(NC2=NCN(Cc3cccnc3)CN2)nc2c(C)cccc12	u	x
O=C(O)C1CCCN1S(=O)(=O)c1cccc2nsnc12 (stereo not drawn)	-9.7%	-16.4
CC(=O)c1cccc(NC(=O)Cc2coc3cc4c(cc23)CCC4)c1	u	x
Cc1ccc(S(=O)(=O)NCC(C)n2cncn2)cc1C (stereo not drawn)	u	x
COc1ccccc1NC(=O)N1CCCC1C(=O)NCc1ccc2c(c1)OCO2 (stereo not drawn)	u	x
O=C(CN1C(=O)C2CCCCC2C1=O)Nc1cc(C(F)(F)F)ccc1N1CCCC1 (stereo not drawn)	u	x
CCCCn1c(N)c(N(CCOC)C(=O)CN(C)S(=O)(=O)c2ccc(C)cc2)c(=O)[nH]c1=O	u	x
CN(C)S(=O)(=O)c1cccc(NC(=O)COc2cccc3ccccc23)c1	u	x
COc1ccc(CCc2nnc(CCC(=O)NCc3cnc4ccccn34)o2)cc1	10.6%	14.1
O=C(c1ccc(S(=O)(=O)NCC2CCCO2)cc1)N1CCN(c2cccc(Cl)c2)CC1 (stereo not drawn)	-0.4%	-8.9
OCC(O)C(O)C(O)C(O)C1NCCS1 (stereo not drawn)	0.2%	16.2
CCO/C=N/c1c(C#N)c2c(c(=S)n1C)COC(C)(C)C2	u	x
Cc1ccnc(SCc2cc(=O)c(OC(=O)c3cccs3)co2)n1	0.0%	-14.7

By substructure: the compounds so far with a CF3 group
SMILES	S3 lipid droplet	S3 lipid droplet cell count max
O=C(Cc1ncc(C(F)(F)F)cc1Cl)NCc1cccnc1	3.6%	30.3
O=C(CN1C(=O)C2CCCCC2C1=O)Nc1cc(C(F)(F)F)ccc1N1CCCC1 (stereo not drawn)	u	x

Additional structures.
SMILES	S3 lipid droplet	S3 lipid droplet cell count max
Cn1c(=O)c2c(nc(CN3CCN(C(c4ccccc4)c4ccccc4)CC3)n2CC(N)=O)n(C)c1=O	i	x
Cc1cc(NS(=O)(=O)c2ccc(NC(=O)NC3CCCCC3)cc2)no1	u	x
CCNC(=S)N1CCN(c2ccccn2)CC1	9.7%	12.6
CC1CN(C(=O)COc2ccc3ccccc3c2Br)CC(C)O1 (stereo not drawn)	u	x
CCOc1ccccc1NC(=O)COC(=O)Cc1cccs1	14.3%	-16.2
CCCNC(=S)Nc1cccc(C(F)(F)F)c1	u	x
O=C(COc1ccc(S(=O)(=O)N2CCCC2)cc1)NCc1ccccn1	u	x
COc1ccc(C(=O)CN2CCN(S(=O)(=O)c3cccc([N+](=O)[O-])c3)CC2)cc1	8.5%	7.4
CC(NC(=O)c1sc2cc([N+](=O)[O-])ccc2c1Cl)C(C)(C)C (stereo not drawn)	u	x
COc1ccc(C2C(C(=O)c3sc(C)nc3C)=C(O)C(=O)N2CCCn2ccnc2)cc1OC (stereo not drawn)	u	x
CCCCCn1c(=O)[nH]c2c(c1=O)CCC2	28.1%	0.4
Cc1ccc(C(=O)NCC(=O)Nc2ccncc2)cc1C	i	-13.9
CC(C)Nc1nc(Cl)nc(Nc2ccccc2)n1	u	x
O=C(CSc1cccc2cccnc12)NCc1ccco1	3.5%	-4.7
CCOCCn1c(-c2ccc(OC)cc2)nc2ccccc21	u	x
